PLK1 inh – human PLK1 kinase inhibitors, primary screen, biochemical, TR-FRET | inhibition, % at 10 µM | 97,000 tested, 0.53% active | recombinant PLK1 kinase, TR-FRET peptide phosphorylation | Serine/threonine-protein kinase PLK1 (Homo sapiens), P53350;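 active = inhibition of 50% or more in the single-concentration screen; inactive = inhibition below 50%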;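 note: 0% = DMSO max control and 100% = H-89 dihydrochloride min control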
Target sequence (P53350 whole entry, looked up): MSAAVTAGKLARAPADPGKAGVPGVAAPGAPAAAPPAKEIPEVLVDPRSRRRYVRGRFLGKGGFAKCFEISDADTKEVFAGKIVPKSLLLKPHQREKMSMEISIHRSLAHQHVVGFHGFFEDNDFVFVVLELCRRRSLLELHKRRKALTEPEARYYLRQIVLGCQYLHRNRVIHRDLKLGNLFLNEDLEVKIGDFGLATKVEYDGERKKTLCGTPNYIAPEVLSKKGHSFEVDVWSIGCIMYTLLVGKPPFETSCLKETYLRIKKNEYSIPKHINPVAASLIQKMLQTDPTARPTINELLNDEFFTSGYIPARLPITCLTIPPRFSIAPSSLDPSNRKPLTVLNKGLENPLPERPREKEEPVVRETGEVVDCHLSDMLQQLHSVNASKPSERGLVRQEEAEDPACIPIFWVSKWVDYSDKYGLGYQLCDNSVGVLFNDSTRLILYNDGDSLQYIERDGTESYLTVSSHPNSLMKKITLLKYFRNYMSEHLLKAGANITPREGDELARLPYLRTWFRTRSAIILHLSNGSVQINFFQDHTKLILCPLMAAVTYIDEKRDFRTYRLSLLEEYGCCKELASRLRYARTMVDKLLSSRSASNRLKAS
CYP2C19 inhib – blockers of cytochrome P450 2C19 activity – biochemical, luminescence, ADME assay, primary screen | P33261 | CYP2C19 Supersomes, luciferin-H EGE luminescence, 30 min | inhibition, % at 5 µM | 96,000 tested, 21% active | AID 778, 2007;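 active = CYP2C19 inhibition above a set limit at 5 µM in the primary screen, cut at about 50% in these data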;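 note: plate controls were negative control wells for no effect and 2.5 mM tranylcypromine positive control for full effect; values of inactives mirror those of a sister screen read the other way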
Target sequence (P33261 whole entry, looked up): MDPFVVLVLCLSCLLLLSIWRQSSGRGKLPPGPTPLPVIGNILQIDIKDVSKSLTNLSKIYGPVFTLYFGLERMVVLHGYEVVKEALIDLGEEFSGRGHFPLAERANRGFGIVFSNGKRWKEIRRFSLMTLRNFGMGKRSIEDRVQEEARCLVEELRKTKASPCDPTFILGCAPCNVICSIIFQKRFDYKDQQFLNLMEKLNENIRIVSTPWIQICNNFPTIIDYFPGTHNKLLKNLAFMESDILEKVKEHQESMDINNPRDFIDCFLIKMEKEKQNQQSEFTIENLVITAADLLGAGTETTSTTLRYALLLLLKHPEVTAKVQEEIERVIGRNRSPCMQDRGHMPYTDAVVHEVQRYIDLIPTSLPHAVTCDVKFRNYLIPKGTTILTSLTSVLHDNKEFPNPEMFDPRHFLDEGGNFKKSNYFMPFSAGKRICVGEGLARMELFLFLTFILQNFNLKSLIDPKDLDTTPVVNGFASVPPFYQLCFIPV
CYP2C19 activ – human CYP2C19 activators, primary screen, biochemical, luminescence; recombinant CYP2C19, luciferin-H EGE luminescence; stronger effect = higher value; 0 = fully inhibited enzyme, 1 = untreated enzyme; activation factor at 5 µM; AID 1025, 2008; 96,000 tested, under 10 active;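 active = activation factor of at least 2 at 5 µM in the primary screen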;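 note: 0 = wells with 2.5 mM tranylcypromine and 1 = vehicle-only wells; values of inactives mirror those of a sister screen read the other way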
PLAP activator – PLAP enzyme activators, biochemical, luminescence, HTS; 96,000 tested, 1.2% active; activation fold at 20 µM; purified PLAP enzyme, luminescent substrate read-out; stronger effect = higher value; Alkaline phosphatase, placental type (Homo sapiens), P05187; AID 696, 2007; in the data active = activation fold above about 2
EphB4 antag – EphB4-ephrin-B2 interaction antagonists, primary screen, biochemical, TNYL-RAW peptide probe, fluorescence polarization; 97,000 tested, 0.15% active; EphB4 LBD / TNYL-RAW-Alexa532 peptide; Ephrin type-B receptor 4 (Homo sapiens), P54760; inhibition, % at 7 µM;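 active = inhibition above the screen-wide mean inhibition plus 3 SD, cut at about 15% in these data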;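 note: 0% = DMSO wells and 100% = excess unlabeled TNYL-RAW peptide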
CYP2C9 inhib – blockers of cytochrome P450 2C9 activity – biochemical, luminescence, ADME assay, primary screen; inhibition, % at 5 µM; AID 777, 2007; CYP2C9 Supersomes, luciferin-H conversion; 96,000 tested, 20% active;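 active = blocking of liver enzyme CYP2C9 beyond about 50% at 5 µM, limit read from the data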; note: values of inactives mirror those of a sister screen read the other way
Rev-RRE block – HIV-1 Rev-RRE binding inhibitors, primary screen, biochemical, FRET, protein-RNA interaction | P05866 | Rev peptide-RRE RNA binding | inhibition, % at 8 µM | 97,000 tested, 0.79% active | AID 704, 2007;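 active = inhibition above the screen-wide mean plus 3 SD, cut at about 35% in these data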;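 note: 0% = median DMSO wells and 100% = median Neomycin B control wells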
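Test system – labelled RRE RNA duplex and labelled Rev peptide · Signal – fluorescein-to-Cy5 FRET, 480 nm excitation · Evaluation – % inhibition of FRET ratio versus controls · Benchmarks – DMSO low control, neomycin B high control · Incubation – 5 min RNA-compound premix plus 15 min binding step, 25 °C · Medium – HEPES pH 7.5 salt buffer with EDTA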
Plk1 PBD FP – Plk1 polo box domain binding inhibitors, primary screen, biochemical, fluorescence polarization; Serine/threonine-protein kinase PLK1 (Homo sapiens), P53350; Plk1 PBD phosphopeptide binding; inhibition, %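 (tested at about 20 µM)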; 97,000 tested, 0.13% active; AID 693, 2007; in the data active = inhibition above about 34%, passing the limit was not always enough
CYP2C9 activ – human CYP2C9 activators, primary screen, biochemical, luminescence. 96,000 tested, 1.4% active. activation factor at 5 µM. recombinant CYP2C9, luciferin-H conversion; stronger effect = higher value; factor 1 = untreated enzyme, 0 = blocked;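 active = activation factor of 2 or more for CYP2C9 at a 5 µM dose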;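 note: 0 = sulfaphenazole-blocked wells and 1 = vehicle-only wells; values of inactives mirror those of a sister screen read the other way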
Numbers without * were called inactive; · = no result given. Random draw from the library, and some 29% of all compounds hit somewhere here.

canonical_smiles,PLK1 inh,CYP2C19 inhib,CYP2C19 activ,PLAP activator,EphB4 antag,CYP2C9 inhib,Rev-RRE block,Plk1 PBD FP,CYP2C9 activ
CC1=C/C(=N\OC(=O)/C=C/c2ccccc2)C(C)=CC1=O,-5,-5,1,0.8,-4,-8,3,-3,1.1
CCOC(=O)COc1ccc(Oc2nc(C)cc(OC)n2)nn1,7,-7,1.1,0.9,4,-14,3,20,1.1
Clc1cccc(Cl)c1NC1=NCCC1,-9,6,0.9,0.8,-1,2,7,-5,1
Cc1cccc2c(=O)n3c(nc12)CCCCC3,-13,28,0.7,0.9,1,21,3,-5,0.8
CCOc1ccccc1C1CC(=O)Nc2cc(OC)c(OC)c(OC)c21 (stereo unspecified),-5,8,0.9,1.3,0,-1,0,-22,1
CCCN(CCC)C(=O)Cn1c(=O)n(CCC(=O)NCCc2ccccc2)c(=O)c2ccccc21,-5,17,0.8,1.4,4,72*,-1,4,0.3
Cc1ccc(S(=O)(=O)N(C)CC(=O)N2CCOCC2)cc1,-10,2,1,1.1,-3,-36,4,-18,1.4
CCOC(=O)C1CCN(C(=O)Cn2cc(C(=O)c3ccco3)c3ccccc32)CC1,-14,3,1,0.9,1,0,4,-5,1
CCOc1ccccc1Nc1nnc(C)c(=O)[nH]1,-11,-10,1.1,1.1,-3,1,1,12,1
COc1ccc(C(=O)n2nc(-c3ccco3)nc2N)cc1,-9,·,·,·,7,·,4,-24,·
COc1ccc(S(=O)(=O)N2CC(C(=O)O)Oc3ccc(CC(=O)O)cc32)cc1 (stereo unspecified),-6,10,0.9,1,-8,2,-1,-19,1
COc1ccc(CNC(=O)c2noc3c2CCCC3)cc1,-16,18,0.8,0.9,-8,19,-3,4,0.8
COC(=O)c1[nH]c2ccc(C)cc2c1NC(=O)CN1CCCC(C)(C)C1,-14,39,0.6,1.5,-2,18,4,10,0.8
Cn1c(CSCc2ccc(F)cc2)nnc1SCC(=O)Nc1nccs1,52*,14,0.9,1.1,3,38,7,0,0.6
CCOC(=O)c1cnc2ccc(OC)cc2c1Nc1ccc2c(c1)OCCO2,2,46,0.5,1,-6,96*,9,-20,0

Three compounds drawn at random from those above, as already listed:
canonical_smiles,PLK1 inh,CYP2C19 inhib,CYP2C19 activ,PLAP activator,EphB4 antag,CYP2C9 inhib,Rev-RRE block,Plk1 PBD FP,CYP2C9 activ
COc1ccc(S(=O)(=O)N2CC(C(=O)O)Oc3ccc(CC(=O)O)cc32)cc1 (stereo unspecified),-6,10,0.9,1,-8,2,-1,-19,1
Cn1c(CSCc2ccc(F)cc2)nnc1SCC(=O)Nc1nccs1,52*,14,0.9,1.1,3,38,7,0,0.6
COc1ccc(C(=O)n2nc(-c3ccco3)nc2N)cc1,-9,·,·,·,7,·,4,-24,·

Other entries follow:
canonical_smiles,PLK1 inh,CYP2C19 inhib,CYP2C19 activ,PLAP activator,EphB4 antag,CYP2C9 inhib,Rev-RRE block,Plk1 PBD FP,CYP2C9 activ
COc1ccc2cc3cc(C(=O)NCc4cccs4)oc3nc2c1,-13,15,0.8,0.9,2,-10,7,-2,1.1
Cc1ccc(NC2c3ncccc3C(=O)N2C2CCCCC2)cc1 (stereo unspecified),-2,26,0.7,1.1,2,14,6,2,0.9
O=C(c1cccs1)N1CCN(CCc2ccccc2)CC1,-14,79*,0.2,1.1,-4,43,2,-11,0.6
Cc1ccc2cc(C)c(SCC#N)nc2c1,3,22,0.8,0.9,9,-17,8,3,1.2
COC(=O)c1cccc(NC(=O)CN2CCC(NC(=O)c3cc(OC)c(OC)c(OC)c3)CC2)c1,-20,·,·,·,1,·,1,-3,·
CCN(CC)C(=O)CSc1nc2nc(C)cc(C)c2c(=O)[nH]1,-3,-16,1.2,1.3,-3,16,3,6,0.8
COc1ccc(S(=O)(=O)Nc2cc(C)ccn2)cc1OC,-10,43,0.6,1,14,-70,10,15,1.7
COc1cccc(C2(O)CCN(C(=O)c3cccs3)CC2)c1,·,46,0.5,1,·,25,·,·,0.7
CCCc1ccc(OCC(=O)O)cc1,1,-3,1,1.2,5,4,6,-21,1
Cc1c(C(=O)NCc2ccccn2)oc2ccc(S(=O)(=O)N3CCOCC3)cc12,·,1,1,1.5,·,20,·,·,0.8
Cc1sc(NC(=O)c2ccco2)c(C(c2cccnc2)N2CCC(C)CC2)c1C (stereo unspecified),-15,88*,0.1,1.7,12,76*,0,10,0.2
Cc1ccc2cc(C#N)c(N3CCCN(S(=O)(=O)c4ccc(F)cc4)CC3)nc2c1,-16,·,·,·,-4,·,16,-21,·
O=C(c1ccco1)N1CCN(CC(O)Cn2c3ccccc3c3ccccc32)CC1 (stereo unspecified),-35,83*,0.2,1.6,-3,88*,2,-13,0.1
CC(NC(=O)/C(=C\c1cccc([N+](=O)[O-])c1)NC(=O)c1ccco1)C(=O)O (stereo unspecified),3,·,·,·,10,·,11,22,·
CN(C)c1ccc(-c2ccccc2)nn1,-11,58*,0.4,0.7,1,19,10,9,0.8
CCCNC(=O)C(=O)NCCC1=CCCCC1,-6,54*,0.5,1,3,10,2,0,0.9
O=C(CN1C(=O)CSc2ccccc21)NCCC1=CCCCC1,6,23,0.8,0.9,2,-4,2,-12,1
Cc1c2c(nc3c(C(=O)NC4CCCCC4C)cnn13)CCCC2 (stereo unspecified),-10,8,0.9,1.1,0,-15,9,15,1.2
COc1ccccc1OCCCCCc1c(C)n[nH]c1C,-9,54*,0.5,1.4,-6,13,4,-12,0.9
CC1(C)CC(=O)C(C=NCCN2CCN(C(=O)c3ccc(F)cc3)CC2)=C(O)C1,-1,·,·,·,6,·,-2,10,·
CC(C)Sc1nc(N2CCOCC2)c2c(c1C#N)CC(C)(C)SC2,·,70*,0.3,0.9,·,95*,·,·,0.1
O=C(Cn1c(-c2cncs2)nc2ccccc21)NCc1ccccc1,-6,80*,0.2,0.9,5,22,8,-3,0.8
CCN(c1ccccc1)S(=O)(=O)c1ccc(F)cc1,-2,42,0.6,1.6,-6,25,-1,11,0.8
CC(C)CCNC(=O)Nc1ccc2c(c1)N(C)C(=O)CS2,-8,-7,1.1,0.8,3,16,1,-11,0.8
COc1ccc(S(=O)(=O)Nc2ccccc2C(=O)OC2CCCN(C)C2)cc1OC (stereo unspecified),-1,66*,0.3,1.7,1,-60,7,-5,1.6
CSc1ccccc1NC(=O)c1cc(C2CC2)on1,-4,31,0.7,0.9,3,-144,4,16,2.4*
Cc1ccc(N)cc1-n1c(C)ccc1C,-2,23,0.8,1.4,1,-2,6,8,1
O=C(CN1CCOCCOCCOCC1)Nc1ccccc1,-5,-1,1,0.9,10,-14,5,6,1.1
O=C(NCc1ccco1)C1CCN(C(=O)c2cc3sccc3n2Cc2ccc(F)cc2)CC1,-8,86*,0.1,1.7,-5,98*,5,-12,0
Cc1ccc2nc(N3CCN(Cc4nnnn4C4CCCC4)CC3)c(C#N)cc2c1,-6,·,·,·,1,·,4,-33,·
COc1ccc(Cn2nnnc2C(c2ccc(N(C)C)cc2)N2CCC(C)CC2)cc1 (stereo unspecified),-12,58*,0.4,1.1,-3,52*,-5,-23,0.5
CSc1ccccc1NC(=O)CN(Cc1ccc(Cl)cc1)S(C)(=O)=O,-13,16,0.8,1,5,30,10,-24,0.7
C=CCn1c(CCNC(=O)c2ccccc2F)nnc1SCC(=O)Nc1nc2ccccc2s1,-1,29,0.7,1.3,-4,59*,3,-24,0.4
O=S(=O)(Cc1ccccc1)N1CCC(N2CCN(c3ccccc3)CC2)CC1,·,4,1,1.2,·,-11,·,·,1.1
CC(C)(C)c1[nH]nc2c1C(c1ccccc1OC(=O)N1CCOCC1)C(C#N)=C(N)O2 (stereo unspecified),17,6,0.9,1.2,-7,-10,-1,-35,1.1
O=C(O)CCc1ccc(-c2ccc(Cl)cc2)n1CC(=O)O,-14,-10,1.1,1.2,-1,7,3,30,0.9
Cc1nc2c(C(=O)NCc3ccc4c(c3)OCO4)c[nH]n2c(=O)c1Cl,-6,-12,1.1,1.2,3,77*,4,0,0.2
COc1cccc2cc(C(=O)N3CCC(C)CC3)c(=O)oc12,-15,29,0.7,1.2,6,-194,8,27,2.9*
COc1cc(C2C3C(C)N(C)C(=O)N(C)C3N(C)C(=O)N2C)ccc1O (stereo unspecified),-6,87*,0.1,0.9,1,-19,9,-13,1.2
CCOC(=O)N1CCN(C(=O)c2ccc(CS(=O)(=O)c3c(Cl)cccc3Cl)o2)CC1,·,-5,1,1.2,·,2,·,·,1
O=C(COc1ncnc2ccc(Br)cc12)Nc1ccc(N2CCOCC2)cc1,6,12,0.9,1.5,4,33,7,-13,0.7
CCOc1ccc2nc(NC(=O)C3CCN(S(=O)(=O)c4cnc[nH]4)CC3)sc2c1,-2,84*,0.2,1.9,0,84*,8,-5,0.2
CC1CC(=O)C2=C(C1)Nc1ccccc1N=C2 (stereo unspecified),6,22,0.8,0.8,2,45,-1,-8,0.6
COc1ccc(CNC(=O)Cc2ccc(OC)c(S(=O)(=O)N3CCOCC3)c2)cc1,-4,26,0.7,1.2,-4,44,4,6,0.6
CCOC(=O)C1C(=O)OC(C)(C)C1C(C)C(=O)c1ccc(C)cc1 (stereo unspecified),-14,42,0.6,0.8,6,34,9,-5,0.7
CC(C)c1ccc(OCC(=O)Nc2cccc3c2CCCC3)cc1,-2,8,0.9,1,-10,-3,3,24,1
CC1CC(C)CN(C(=O)COC(=O)CNS(=O)(=O)/C=C/c2ccccc2)C1 (stereo unspecified),3,10,0.9,1.1,7,0,8,15,1
Nc1nc(SCc2ccc(Cl)cc2Cl)ns1,-6,·,·,·,3,·,10,2,·
COC(=O)Cn1c(=N)n(CCN2CCCCC2)c2ccccc21,0,-3,1,0.9,-2,3,1,19,1
N#Cc1ccccc1Sc1ccccc1C(=O)Nc1ccccc1,-15,52*,0.5,1,-15,50,-3,16,0.5
O=C(CCCC(=O)N1CCN(c2ccccc2F)CC1)N1CCN(c2ccccc2F)CC1,-20,8,0.9,1.1,-4,16,1,9,0.8
O=C(Nc1nc2ccccc2n1CCN1CCOCC1)c1cn(-c2ccccc2)nc1-c1ccccc1,-14,18,0.8,1.4,9,13,5,16,0.9
O=C(CSc1n[nH]c(=O)[nH]c1=O)c1ccccc1,-12,-7,1.1,1.1,-11,-7,7,3,1.1
C=CCOc1ccc(CNc2nn[nH]n2)cc1,-9,47,0.5,1.1,6,16,2,-1,0.8
CNc1nc(Oc2ccc(C(=O)OC)cc2)nc(SC)n1,-12,·,·,·,1,·,5,8,·
O=C(Nc1ccc(C#Cc2ccccc2)cc1)C1CC1,-10,-11,1.1,1,1,-131,5,17,2.3*
Cc1ccc(NC(=O)Nc2ccc3c(c2)N(C)C(=O)CS3)cc1C,-10,13,0.9,1.3,-13,11,8,2,0.9
COc1cc(OC)c(C(=O)Nc2ncn[nH]2)cc1OC,-4,·,·,·,3,·,10,-3,·
